E coli growth: E. coli V3065 growth inhibition, primary screen, counter-screen for AddAB inhibitor project, absorbance, OD600 | inhibition, % at 11.9 µM | 18 h | 330,000 tested, 0.27% active;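 active = inhibition above the campaign's mean inhibition across all tested compounds plus 3 SD, cut at about 9.9% in these data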;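 note: uninfected addAB+ strain grown without phage in ampicillin broth; 0% = DMSO wells and 100% = ciprofloxacin 0.95 µg/ml wells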
MOR-DOR inv ag: inverse agonists of MOR-DOR heterodimerization, primary screen, cell-based, luminescence; Mu-type opioid receptor (Homo sapiens) + Delta-type opioid receptor (Homo sapiens), …; cell-based MOR-DOR heterodimer luminescence, inverse agonism; inhibition, % at 9.3 µM; 340,000 tested, 0.21% active; AID 504357, 2011; in the data active = inhibition above about 22%, passing the limit was not always enough;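 note: 0% = cells with DMSO and 100% = wells without cells with DMSO; values of inactives mirror those of a sister screen read the other way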
Tat export inh: E. coli Tat export inhibitors, primary screen, MC4100, TorA-mCherry reporter, fluorescence, single point. inhibition, % at 10 µM. 340,000 tested, 0.036% active;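 active = mean replicate inhibition at least 50% and at least half of replicates individually reaching 50%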;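 note: exported cargo escapes ClpAP degradation while cytoplasmic cargo is degraded and loses fluorescence; 0% = median of neutral control wells and 100% = median of NaSCN control wells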
MOR-DOR ag: agonists of OPRM1-OPRD1 heterodimerization, primary screen, cell-based, luminescence; Mu-type opioid receptor (Homo sapiens) + Delta-type opioid receptor (Homo sapiens), …; cells; activation, % at 9.3 µM; 340,000 tested, 0.3% active; AID 504326, 2011; in the data active = activation above about 18%;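 note: 0% = vehicle-treated cells and 100% = reference agonist; values of inactives mirror those of a sister screen read the other way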
DSG3 Ab inh: inhibitors of pemphigus antibody binding to DSG3, primary screen, biochemical, bead-based, flow cytometry, scFv-GFP; 310,000 tested, 0.48% active; DSG3-coupled beads, scFv-anti-DSG3-GFP binding; hits give low values; AID 588358, 2011; binding (percent of control), % at 10 µM;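 active = binding more than 3 SD below its plate's average and above zero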;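 note: hits lower antibody fragment binding to DSG3; some compounds called inactive have numbers as strong as hits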
Target sequence (P32926 whole entry, looked up, the tested form may be a part): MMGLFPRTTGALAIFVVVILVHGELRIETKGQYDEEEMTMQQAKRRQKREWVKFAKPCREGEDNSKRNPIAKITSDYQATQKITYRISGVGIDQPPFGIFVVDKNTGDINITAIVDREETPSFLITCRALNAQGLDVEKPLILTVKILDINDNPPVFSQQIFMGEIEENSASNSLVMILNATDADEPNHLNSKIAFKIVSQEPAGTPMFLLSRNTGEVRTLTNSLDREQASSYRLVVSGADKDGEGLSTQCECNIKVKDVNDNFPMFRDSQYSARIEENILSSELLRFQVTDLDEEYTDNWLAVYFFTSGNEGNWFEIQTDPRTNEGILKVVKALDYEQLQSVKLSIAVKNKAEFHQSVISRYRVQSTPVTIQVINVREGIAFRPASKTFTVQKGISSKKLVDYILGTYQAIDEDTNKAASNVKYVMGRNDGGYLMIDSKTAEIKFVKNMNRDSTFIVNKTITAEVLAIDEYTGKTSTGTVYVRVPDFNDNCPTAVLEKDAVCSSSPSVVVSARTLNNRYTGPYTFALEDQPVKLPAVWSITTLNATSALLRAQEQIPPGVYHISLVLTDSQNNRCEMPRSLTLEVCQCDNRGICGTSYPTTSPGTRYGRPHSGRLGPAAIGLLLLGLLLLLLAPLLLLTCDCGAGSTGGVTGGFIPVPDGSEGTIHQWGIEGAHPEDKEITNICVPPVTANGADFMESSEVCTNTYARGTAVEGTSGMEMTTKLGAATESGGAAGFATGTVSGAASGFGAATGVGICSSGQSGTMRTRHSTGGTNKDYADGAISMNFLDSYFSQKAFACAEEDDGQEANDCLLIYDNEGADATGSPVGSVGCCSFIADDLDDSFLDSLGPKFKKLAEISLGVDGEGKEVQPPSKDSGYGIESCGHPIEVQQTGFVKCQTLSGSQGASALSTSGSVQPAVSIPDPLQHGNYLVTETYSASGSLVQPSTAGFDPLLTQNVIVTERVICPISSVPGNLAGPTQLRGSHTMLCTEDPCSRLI
Arr AP2 block: inhibitors of beta-arrestin/AP2 binding, primary screen, biochemical, GPCR trafficking, flow cytometry | AID 504490, 2011 | FITC-arrestin peptide / GST-AP2 beads; AP2 beta2 appendage carries R879A mutation | 340,000 tested, 0.31% active | inhibition, % at 10 µM | beta-arrestin 1 C-terminal peptide binding to AP2 beta2-adaptin appendage (human);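 active = inhibition above a set limit, near 3 SD of compounds lacking own fluorescence, cut at about 54% in these data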;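 note: plate controls were DMSO wells for no effect and 5 µM unlabelled arrestin peptide for full effect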
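System: GST-AP2 R879A glutathione beads. Medium: PBS with 0.05% Tween 20 and 0.1% BSA. Also added: FITC-arrestin peptide, 50 nM. Incubation: 12 min plus 1 h, RT. Measured by: high-throughput flow cytometry of beads, ex 488, em 535 nm. Evaluation: percent drop in bead-associated FITC signal.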
AddAB inh: growth inhibition of E. coli expressing H. pylori AddAB, primary screen, AddAB inhibitor project, absorbance; AID 435030, 2010; 330,000 tested, 0.29% active; inhibition, % at 11.9 µM; in the data active = inhibition above about 12%;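 note: 0% = vehicle wells of infected cells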
PKA-R1A act: activators of PKA-R1A holoenzyme, primary screen, biochemical, fluorescence polarization, Cy5-IP20, bovine R1A, mouse PKAc | 340,000 tested, 0.083% active | PKA-R1A dissociation; scaled: DMSO 0%, 113 µM cGMP 100% | cAMP-dependent protein kinase type I-alpha regulatory subunit (Bos taurus) + … | activation, % at 11.4 µM;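 active = percent activation above the mean of all tested compounds plus 3 SD, cut at about 19% in these data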;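 note: higher means more PKAc released from R1A so a rise in polarization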
SUMO Mot1 rescue: yeast Mot1-301 growth rescue at high temperature, primary screen, SUMOylation pathway inhibitor project, S. cerevisiae, ATP luminescence, 38.5C; 320,000 tested, 1% active; growth rescue, % at 18.8 µM; S. cerevisiae Mot1-301 growth rescue; percent above DMSO median, 100 means doubled;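 active = every valid replicate shows activation above 250% relative to neutral control wells; inactive = the rest, any valid replicate at or below 250%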;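 note: OY570 slx delta 5 strain wells were the positive control but not used for scaling; some compounds called inactive have numbers as strong as hits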
PfHsp90 set2: growth inhibition of PfHsp90-expressing yeast, primary screen, antimalarial PfHsp90 inhibitor project, S. cerevisiae, BacTiter-Glo luminescence, single point, set 2; BacTiter-Glo ATP, 48 h; yeast lacking PDR1 and PDR3 efflux regulators; inhibition, % at 9.4 µM; 310,000 tested, 0.32% active;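 active = every replicate shows inhibition above about 80%, whatever the replicate mean, limit read from the data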;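 note: 0% = DMSO neutral controls and 100% = 20 µM radicicol positive controls; yeast relying on Plasmodium falciparum Hsp90 in place of its own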
phage Ecoli inh: growth loss of phage-infected E. coli, primary screen, RecBCD inhibitor project, absorbance, with phage, HTS; inhibition, % at 11.9 µM; 360,000 tested, 0.26% active; AID 651602, 2012; in the data active = inhibition above about 11%
An asterisk follows results filed as active; . = no result given; & = joins results of further samples.

SMILES	E coli growth	MOR-DOR inv ag	Tat export inh	MOR-DOR ag	DSG3 Ab inh	Arr AP2 block	AddAB inh	PKA-R1A act	SUMO Mot1 rescue	PfHsp90 set2	phage Ecoli inh
CCOC(=O)c1c(C)oc2c1c(CN1CCN(CCO)CC1)c(O)c1ccccc12	.	-35.7	5.0	7.8	99.1	-29.8	.	-6.3	.	-2.3	0.9
COc1ccc(CC(C)Nc2ccccc2F)cc1 (stereo unspecified)	-1.7	-20.3	16.9	4.1	112.0	6.5	2.5	5.9	2.0	8.1	-0.4
CC(/C=N/NC(=O)CCn1nnc2ccccc21)=C\c1ccccc1	-0.4	3.3	7.8	-0.7	92.6	-1.9	0.9	-4.0	33.3	-1.5	1.2
CCOC(=O)C1CC2=C(CCCC2=O)NC1=O (stereo unspecified)	.	7.3	-9.7	-1.6	99.8	16.9	.	0.3	.	17.6	2.6
NC(c1ccccc1)c1cccnc1 (stereo unspecified)	-0.8	2.8	-6.9	-0.6	110.9	-2.1	1.5	5.0	-17.7	-14.4	-1.1
COc1ccc(OC)c(Nc2ncnc3c2cnn3-c2ccccc2)c1	2.4	-9.4	-6.7	1.5	83.6	2.1	0.0	-9.3	-32.8	3.9	-0.9
COc1ccc(CCn2c(-c3ccncc3)n[nH]c2=S)cc1OC	3.1	13.3	-0.1	-2.6	98.3	7.4	1.4	1.8	-4.5	10.7	1.6
COc1ccc(S(=O)(=O)N2CCCCC2)cc1NC(=O)CNc1ccc(F)cc1C	0.3	20.3	-6.7	-5.1	100.2	-7.4	2.2	-3.3	-6.2	-11.0	-0.1
CN(C)CCNC(=O)c1cc2ccccc2oc1=O	1.4	9.0	-3.3	-2.0	.	24.2	2.6	-0.8	-1.0	4.1	2.0
CCOc1ccc(NC(=O)CCN2C(=S)NC(C)(C)CC2C)cc1 (stereo unspecified)	-2.6	0.6	8.6	-0.1	106.0	0.2	-1.5	-6.4	5.6	17.4	2.0
Cc1cc(Nc2ccc(F)c(Cl)c2)n2ncnc2n1	0.0	19.4	-4.7	-3.8	108.2	6.5	4.4	0.3	28.1	.	3.0
COC(=O)c1ccc(C2NC(=O)c3ccccc3O2)cc1 (stereo unspecified)	-1.8	8.2	2.6	-1.8	103.5	-2.3	-1.6	0.1	-0.7	-17.8	0.7
CC(C)(C)OC(=O)n1cc(CCO)c2ccccc21	0.4	7.1	-1.4	-1.3	99.6	30.1	1.0	3.4	5.7	.	1.6
O=C1CCC(c2ccc3ccccc3c2)O1 (stereo unspecified)	.	-4.9	1.8	0.9	93.9	29.4	.	-7.4	.	.	0.1
COc1cc(C(=O)N2CCN(c3ccccc3)CC2)c([N+](=O)[O-])cc1OC	1.1	3.1	4.6	-0.6	97.9	-1.3	3.7	-10.0	-7.1	0.2	1.4
COc1ccccc1NC(=O)c1ccc2c(c1)CCN2S(C)(=O)=O	-0.3	13.3	-1.8	-2.7	119.5	-4.6	0.4	8.7	20.7	19.9	4.0
Nc1nc(Cl)nc2c1ncn2[C@@H]1O[C@H](CO)[C@@H](O)[C@H]1O	0.3	-5.7	5.1	1.1	95.8	-1.0	-1.6	2.6	-4.8	23.4	4.6
Cc1cc(C(=O)OCC(=O)c2cccs2)c2ccccc2n1	-0.4	8.4	-1.2	-1.4	99.8	6.5	-0.2	-0.6	8.6	-20.0	2.4
O=C(COc1ccc(Cl)cc1)NCCCNC(=O)c1cccnc1	0.9	11.4	-4.1	-1.8	.	-10.5	1.3	0.9	-9.2	-10.7	4.4
CC(C)(C)OC(=O)N/N=C/c1cccn1-c1ccc([N+](=O)[O-])cc1	1.1	8.9	2.9	-1.8	105.1	-1.3	2.0	-2.2	1.2	11.8	2.7
Cc1cc(F)ccc1S(=O)(=O)N1CCCOC1CNC(=O)C(=O)NCCCN1CCOCC1 (stereo unspecified)	1.1	21.0	5.8	-3.9	104.5	-9.3	-0.7	4.3	-10.7	6.0	0.6
COc1ccccc1C(=O)Nc1nc2cc3c(cc2s1)OCCO3	2.1	7.4	-2.4	-1.3	97.8	3.0	-4.5	-3.3	-16.8	-31.3	.
COc1ccc(-c2nnc(SCCc3ccccc3)n2N)cc1	2.4	7.7	-10.9	-1.9	.	-3.6	3.3	-10.8	9.4	16.0	2.0
CCN(CCNC(=O)CN1CCN(Cc2ccc(Cl)cc2)C1=O)c1ccccc1	0.0	-10.1	0.9	2.0	157.4	-0.7	2.5	0.1	-7.3	.	-0.2
CCCCc1nc2cc(C(=O)N3CCN(c4cnccn4)CC3)ccc2o1	-0.1	-3.2	0.6	0.6	90.5	2.3	1.2	-0.8	14.0	6.9	3.7
Cc1ncoc1C(=O)NCCC(c1ccccc1)c1ccccc1	-1.7	11.0	7.8	-2.3	117.7	12.1	0.1	-8.5	1.2	11.5	1.2
CCCCC(=O)NC(=S)NNC(=O)CC	0.4	14.5	-15.5	-2.5	95.8	1.5	0.8	0.1	-5.0	-17.7	-0.8
COc1ccc(C)cc1S(=O)(=O)N(C)CC(=O)NC1CCCCC1	-2.1	9.6	-3.5	-2.1	121.2	6.3	1.9	3.5	-12.8	46.0	1.1
COc1ccc2nc(NC(=O)C3CCCN(S(=O)(=O)c4c(C)noc4C)C3)sc2c1 (stereo unspecified)	1.9	-2.3	-6.2	0.5	104.4	0.8	1.6	1.7	3.9	12.9	2.9
COc1ccccc1NS(=O)(=O)c1cc(C(=O)N2CCN(C/C=C/c3ccccc3)CC2)ccc1C	1.1	-10.2	5.7	1.9	110.2	-13.6	2.5	1.1	11.2	21.5	2.0
Nc1nnc(Sc2ncccc2[N+](=O)[O-])s1	0.3	-6.6	-1.7	1.4	.	23.8	0.1	2.6	-24.6	17.8	3.8
CCn1cc([N+](=O)[O-])c(C(=O)Nc2cc(C)on2)n1	0.0	3.3	13.0	-0.7	108.7	4.8	1.6	-0.9	-17.3	-11.1	5.0
COc1cc(/C=N/N=C(/N)c2nonc2N)cc(Br)c1OCc1cccc(C)c1	-0.5	3.6	-6.4	-0.6	.	26.4	2.8	-1.0	.	0.8	0.9
CCC(CO)Oc1cc(NC(=O)c2cccc([N+](=O)[O-])c2)c2ncn(C(C)C)c2c1 (stereo unspecified)	-1.2	6.4	-7.2	-1.4	100.8	-8.2	-1.9	3.1	5.1	-8.8	0.5
COc1ccc(S(=O)(=O)Nc2cc(C)ccc2OC)cc1C	0.9	8.6	5.1	-1.5	102.5	3.1	1.7	0.6	-9.5	-0.8	2.9
CC(C)c1ccc(/C=C2\SC(=S)N(CC(=O)NCCCN3CCOCC3)C2=O)cc1	-0.6	-16.4	-0.1	2.0	101.1	9.1	2.5	-12.1	34.3	20.1	3.0
Cn1c(Oc2ccc3c(c2)OCO3)nc2c1c(=O)n(Cc1ccccc1)c(=O)n2C	1.8	21.7	-4.9&1.3	-4.7	98.1	-13.4	0.2	7.4	135.0	-7.6	-0.8
CSc1nc2nc(-c3cccs3)cc(C(F)(F)F)c2c(=O)[nH]1	0.4	18.1	-5.6	-2.9	100.4	-2.2	3.8	-8.0	-9.8	-10.2	2.9
O=C(c1cccc(C(=O)N2CCN(c3ccccc3F)CC2)c1)N1CCN(c2ccccc2F)CC1	0.6	8.6	1.2	-1.5	111.9	2.2	-1.6	-6.1	11.2	-0.8	-0.1
CCN(CC)CCNCC1C(=O)O[C@@H]2C[C@@]3(C)CCC[C@H](C)C3=C[C@H]12 (stereo partly specified)	0.2	5.9	-0.4	-1.3	106.5	6.2	-1.6	-1.9	-17.2	3.1	1.8
Cc1oc(CC(C)C)c(CN)c1C(=O)O	0.2	5.8	-8.1	-1.0	98.1	0.9	3.1	0.0	-19.2	-9.8	3.6
COC(=O)[C@H](C)NC(=O)N1CCC(Cc2ccccc2)CC1	0.5	12.8	-8.3	-2.7	102.7	11.0	1.2	-6.8	-23.2	11.3	1.1
CC(Sc1nnc(-c2ccccc2Br)n1-c1cccc(C(F)(F)F)c1)C(N)=O (stereo unspecified)	-2.2	1.4	0.7	-0.2	97.2	1.9	1.5	-11.2	-20.0	-7.6	0.4
CCCn1c2ccccc2c2cnn(CC(=O)O)c(=O)c21	1.4	4.7	-8.3	-1.0	108.5	4.5	2.1	3.4	10.3	20.8	-0.6
S=C(NCCc1ccccc1)N1CCN(C2CCCCC2)CC1	1.5	-17.8	1.9	3.6	115.0	13.7	7.3	-10.6	79.0	.	3.0
COc1ccc(C(=O)N[C@H](C(=O)Nc2ccc(OC)nc2)C(C)C)cc1	3.7	17.6	7.2	-3.1	101.5	-2.0	0.1	-15.7	-32.0	21.9	2.2
COc1ccc(CCNC(=O)CC2Nc3ccccc3NC2=O)cc1OC (stereo unspecified)	-2.9	2.8	6.2	-0.6	103.6	-0.8	-0.7	0.4	-12.0	8.0	0.3
S=c1[nH]nc(-c2n[nH]c3c2CCC3)n1/N=C/C=C/c1ccco1	-2.3	.	.	.	102.2	23.9	1.1	.	2.0	.	0.2
COCCOC(=O)C1=C(C)NC2=C(C(=O)CCC2)C1c1cc2c(cc1Br)OCO2 (stereo unspecified)	-0.4	6.9	3.6	-1.2	101.1	5.6	-0.8	0.4	130.4	14.1	0.8
O=C(NCc1ccccc1)c1cc(-c2ccncc2)nc2ccccc12	-0.3	10.3	-1.1	-2.2	100.9	6.1	-1.0	-1.5	0.1	-0.6	1.7

Some of the entries so far, as labelled records:
Cc1oc(CC(C)C)c(CN)c1C(=O)O
  E coli growth: 0.2
  MOR-DOR inv ag: 5.8
  Tat export inh: -8.1
  MOR-DOR ag: -1.0
  DSG3 Ab inh: 98.1
  Arr AP2 block: 0.9
  AddAB inh: 3.1
  PKA-R1A act: 0.0
  SUMO Mot1 rescue: -19.2
  PfHsp90 set2: -9.8
  phage Ecoli inh: 3.6

COC(=O)[C@H](C)NC(=O)N1CCC(Cc2ccccc2)CC1
  E coli growth: 0.5
  MOR-DOR inv ag: 12.8
  Tat export inh: -8.3
  MOR-DOR ag: -2.7
  DSG3 Ab inh: 102.7
  Arr AP2 block: 11.0
  AddAB inh: 1.2
  PKA-R1A act: -6.8
  SUMO Mot1 rescue: -23.2
  PfHsp90 set2: 11.3
  phage Ecoli inh: 1.1

Source: PubChem
